GLP1R cytotox: cytotoxic in the GLP-1 receptor inverse agonist counter-screen; HEK293 cAMP-luciferase reporter cells, luminescence, 24 h; Potency, µM (doses to about 38.3 µM), for inactives: at the highest dose activity change, negative = inhibition, actives largely listed as inhibitors; 410,000 compounds, 0.13% hits; AID 624418;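 further: loss of luciferase light is scored as toxicity; potency means the concentration at half of the fitted maximal effect; on the % scale 0 is the no-effect control and ±100 the full control effect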
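Seeding density was 200 cells/uL; after overnight-length (12 h) culture, 23 nL compounds went on for 24 h at 37 °C. Readout used a luciferase detection reagent, luminescence taken after 12 min at room temperature.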
DRD3 agonist: D3 dopamine receptor (human) agonism | P35462 | D3R DiscoveRx beta-arrestin cells, luminescence, 90 min | max activation, % | 410,000 compounds, 0.58% hits; in the data active means max activation above about 30%; further: 0% is about no effect; mostly tested at two doses, the higher about 12 µM
Target sequence (P35462 whole entry, looked up): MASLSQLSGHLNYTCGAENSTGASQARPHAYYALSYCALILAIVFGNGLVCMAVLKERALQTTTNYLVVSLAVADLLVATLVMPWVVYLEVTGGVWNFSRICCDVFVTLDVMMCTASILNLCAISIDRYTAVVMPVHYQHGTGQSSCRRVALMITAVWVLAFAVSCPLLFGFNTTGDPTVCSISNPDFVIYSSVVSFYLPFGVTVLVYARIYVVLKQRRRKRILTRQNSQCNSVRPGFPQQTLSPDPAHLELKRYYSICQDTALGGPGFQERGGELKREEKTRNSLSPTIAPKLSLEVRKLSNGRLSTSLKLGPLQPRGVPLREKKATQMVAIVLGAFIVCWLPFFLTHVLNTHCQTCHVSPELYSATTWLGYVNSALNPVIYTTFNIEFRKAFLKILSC
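Agonist mode: compounds and dopamine controls were applied to plated cells for 90 min at 37 degrees C after an overnight attachment at 1500 cells/well. Luminescent read-out followed 30 - 60 minutes at room temperature with DiscoveRx detection reagent.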
PTHR1 ag: PTHR1 (human) receptor agonism | AID 743266 | 410,000 compounds, 0.075% hits | Q03431 | HEK293 GP2 PTHR1 cells, GloSensor cAMP luminescence, 1 h | Potency, µM (doses to about 115 µM), for the others: at the top dose activation, actives largely listed as activators; further: potency means the concentration at half of the fitted maximal effect; nearly all actives have a fitted effect of over 55% in size; some results filed as inactive show a strong effect at the top dose; inactives centre near -15; many of its hits are not listed in these tables
Target sequence (Q03431 whole entry, looked up): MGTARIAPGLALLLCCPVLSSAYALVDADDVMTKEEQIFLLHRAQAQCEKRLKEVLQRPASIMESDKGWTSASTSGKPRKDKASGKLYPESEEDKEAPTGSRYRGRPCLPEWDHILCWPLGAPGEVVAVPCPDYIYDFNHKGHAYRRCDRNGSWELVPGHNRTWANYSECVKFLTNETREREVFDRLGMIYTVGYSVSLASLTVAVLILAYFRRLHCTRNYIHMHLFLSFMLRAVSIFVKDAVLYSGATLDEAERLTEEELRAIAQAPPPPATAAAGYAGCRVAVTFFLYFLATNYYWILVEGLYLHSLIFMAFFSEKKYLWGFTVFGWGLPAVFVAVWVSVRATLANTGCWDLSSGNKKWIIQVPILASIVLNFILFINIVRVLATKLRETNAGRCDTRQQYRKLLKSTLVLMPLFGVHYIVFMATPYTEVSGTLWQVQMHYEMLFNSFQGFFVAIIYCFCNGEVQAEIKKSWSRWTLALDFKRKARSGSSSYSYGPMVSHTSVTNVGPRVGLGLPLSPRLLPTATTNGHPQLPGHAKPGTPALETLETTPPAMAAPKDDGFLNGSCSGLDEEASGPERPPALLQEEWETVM
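HEK-293-derived GP2 cells expressing PTHR1 and a GloSensor cAMP reporter, 3,000/well, plated overnight, given luciferin plus IBMX (each 0.5 mM as added) for 1 h at 37 °C, then compound for 1 h at 37 °C. Luminescence was read after 15 min at room temperature.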
GLP-1R inv ag: GLP-1 receptor (human) inverse agonism; HEK293 GLP-1R CRE-luciferase, luminescence, 24 h; GLP-1R form is constitutively active; Potency, µM (highest dose often 38.3 µM), for inactives: top-dose activity change, negative = inhibition, usual class: inhibitors; 410,000 compounds, 1.6% hits; AID 624417; further: potency means the concentration at half of the fitted maximal effect; on the % scale 0 is the no-effect control and ±100 the full control effect; nearly all actives have a fitted effect of over 55% in size
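Cells are plated, allowed 12 hours at 37 deg C, then treated with compounds for 24 hr before luciferase detection reagent is added and luminescence is read after 12 min at room temperature. The HEK293 line carries constitutively active GLP-1R with a cAMP-responsive reporter.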
D3 antag: D3 dopamine receptor (human) antagonism; 360,000 compounds, 2.5% hits; D3R cells, DiscoveRx beta-arrestin luminescence, antagonist mode; hits give low values; max response, negative = inhibition, %; P35462; AID 652054; in the data active means max response below about -50%; inconclusive means no clear call, values can overlap the other calls; further: on the % scale 0 is the no-effect control and ±100 the full control effect; mostly tested at two doses, the higher about 12 µM
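Cells plated overnight at 1500 cells/well, then exposed to library compounds with dopamine controls for 90 minutes at 37 degrees C. DiscoveRx reagent added for 30–60 minutes at room temperature; luminescence read, quantitative HTS format.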
GLP-1R agonist: agonists of human GLP-1 receptor; P43220; 380,000 compounds, 0.007% hits; HEK293 GLP-1R CRE-luciferase, luminescence, 4-6 h; cells express a hypersensitive GLP-1R form; Potency, µM (doses to about 45.6 µM), for inactives: top-dose activation, usual class: activators; further: potency means the concentration at half of the fitted maximal effect; % of control where 0% means no effect
KB-V1 cytotox: kills drug-selected multidrug resistant KB-V1 cells. KB-V1 MDR cells viability, CellTiter-Glo, 72 h. Potency, µM (highest dose often 46.1 µM), without a hit: at the top dose activity change, negative = cytotoxicity, usual class: cytotoxic. 400,000 compounds, 3.4% hits. AID 1347076; further: potency means the concentration at half of the fitted maximal effect; on the % scale 0 is the no-effect control and ±100 the full control effect; nearly all actives have a fitted effect of over 60% in size
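Cells of the MDR subline KB-V1 are plated, dosed with compound at multiple concentrations, and incubated 72 h at 37 degrees C; CellTiter-Glo is then added and luminescence read after 10 min.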
TDP-43 yeast inh: inhibitors of TDP-43 toxicity in yeast. 410,000 compounds, 1.8% hits. AID 652104. Potency, µM (highest dose often 46.1 µM), for the others: top-dose growth rescue (activation), most hits filed as activators. TDP-43 expressing yeast growth rescue, BacTiter-Glo, 24 h; further: potency means the concentration at half of the fitted maximal effect; % of control where 0% means no effect; nearly all actives have a fitted effect of over 50% in size
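Readout is BacTiter-Glo luminescence of cell growth, so inhibitors register as activators. TDP-43-expressing yeast at OD600=0.02 in galactose medium, after raffinose pregrowth to mid-log, were incubated with compound for 24 hr at 30 deg C.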
aSyn rescue: alpha-synuclein toxicity inhibition in yeast; Yeast expressing alpha-synuclein, growth rescue, BacTiter-Glo, 24 h; Potency, µM (titrated, usually from 46.1 µM), without a hit: top-dose growth rescue (activation), usual class: activators; 370,000 compounds, 0.14% hits; AID 652106; further: potency means the concentration at half of the fitted maximal effect; % of control where 0% means no effect; nearly all actives have a fitted effect of over 65% in size
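Screening used galactose-induced yeast with toxic alpha-synuclein levels, exposed to compound for 24 hr at 30 deg C. Cell growth, read with BacTiter-Glo luminescence, gave the measured signal.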
* = called active by the depositor; i = inactive; ? = inconclusive; · = not tested or not shown; [ ] = remark or other dose. Unless noted, the call rests on the fitted dose curve; in most records, active means well fitted curve in the direction sought with a large enough effect; inconclusive means small, poorly fitted or top-dose-only effect, or another doubt; inactive means no such curve, though single readings can be large; an effect the other way counts as inactive or inconclusive. The list is partial; count on the stated rates, not on these rows.

SMILES | GLP1R cytotox | DRD3 agonist | PTHR1 ag | GLP-1R inv ag | D3 antag | GLP-1R agonist | KB-V1 cytotox | TDP-43 yeast inh | aSyn rescue
FC(F)C(F)(F)C1=CC(c2cccs2)=NCCN1 | -5.7% | 1.7 | -1.2%[57.5 µM] | 0.6% | 8.9 | 2.9% | 11.0% | -4.3% | -9.7%
O=c1cc(CSc2nnc(C3CC3)n2Cc2ccccc2)nc2sccn12 | 0.8% | 5.1 | -3.5% | 0.7% | 11.8 | 5.3% | ? | -2.7% | -8.7%
Cc1ccc(NC(=S)N2CCN(c3ccccn3)CC2)c(C)c1 | -18.3% | -2.9 | -3.3% | -15.7% | -8.5 | -0.8% | ? | -5.0% | -2.4%
Cc1nn(C)cc1C=NCCOCc1ccccc1 | -5.1% | 1.6 | i | 0.9% | -12.7 | -4.9% | 11.9% | 1.1% | 2.6%
Cc1sc(NC(=O)c2ccco2)nc1-c1ccccc1 | 20.1% | -3.3 | -14.4%[57.5 µM] | ? | -10.3 | -0.7% | -25.8% | ? | -29.5%
O=c1sc(Nc2ccccc2)nc2ccsc12 | 13.4% | -1.0 | -34.9%[inhibitor] | 0.0% | -11.1 | ? | -12.3% | 17.8µM* | 14.1%
COc1cc(OC)c(N(C)C(=O)c2cc3c(s2)-c2ccccc2S(=O)(=O)C3)cc1Cl | 1.7% | 2.2 | i | 13.3% | 36.0 | 10.4% | -25.2% | 4.7% | 1.8%
C/C=C1\NC(=O)[C@H](CC(N)=O)N(C)C(=O)C([C@@H](C)O)NC(=O)C(CCCc2ccc(OC)cc2)NC(=O)[C@H](C(C)C)NC(=O)/C(=C\C)NC(=O)[C@H](O)[C@@H](C[C@@H](O)CCCCCCC)NC(=O)[C@H](C)NC(=O)CN(C)C(=O)[C@H](CCC(N)=O)NC1=O (stereo partly drawn) | -18.4% | 9.3 | -8.3% | ? | 92.3 | 13.2% | 10.1% | 5.7% | -27.9%
COc1ccc(OC)c(NC(=S)NCCCN2CCOCC2)c1 | 4.7% | -6.4 | i | 11.6% | 0.3 | -0.4% | 3.8% | -8.6% | 4.4%
O=C(c1cc2cc(Cl)ccc2oc1=O)N1CCCC1 | -6.6% | 2.4 | i | -0.2% | -1.9 | 6.1% | 16.5% | -7.5% | -4.9%
COc1ccccc1/C=C/c1nc(C#N)c(N2CCN(C)CC2)o1 | 49.8%[activator] | -1.1 | 5.3% | 20.2% | · | · | 12.9% | 2.6% | ·
CCOc1ccc(C(=O)N2CCN(CCc3ccccc3)CC2)cc1OCC | 8.3% | -2.0 | i | -6.4% | -17.0 | -2.1% | -13.2% | -2.5% | -4.1%
Cn1cc(CCC(=O)NCCCc2ccccc2)c2ccccc21 | -1.5% | -6.9 | -4.1% | ? | -12.3 | 18.5% | 3.3% | ? | 15.0%
O=C(CSC1CCCCC1)Nc1nccs1 | 4.7% | 0.8 | -31.4%[inhibitor] | 10.9% | 7.8 | -1.1% | 9.5% | 0.5% | -11.1%
CC(C)C[C@H](NC(=O)c1nc[nH]c1C(=O)NCc1ccc(CNC(=O)OC(C)(C)C)cc1)C(=O)OC(C)(C)C | 0.9% | 12.1 | i | ? | 16.0 | 1.7% | ? | 24.8% | -1.2%
O=C(CN1C2CCCC1CC(NC(=O)c1ccccc1)C2)NC1CC1 (stereo not drawn) | -3.0% | -1.1 | -16.7% | 13.9% | 10.0 | -1.4% | -8.3% | 0.0% | 0.9%
COCCCN=C(c1ccco1)n1c(=S)nc(-c2ccco2)n(CCCOC)c1=S | -1.9% | -2.5 | -31.8%[inhibitor] | 24.8% | 5.1 | 12.7% | ? | -15.5% | -27.4%
Cc1ccc2[nH]c(=S)cc(C)c2c1 | ? | -8.8 | -8.9%[57.5 µM] | 4.6% | -25.2 | -4.7% | ? | 14.2% | -2.7%
COc1ccc(NC(=O)CSc2ccc(-c3sc(C)nc3C)nn2)cc1OC | -4.9% | 4.9 | i | 18.4% | 34.9 | 13.9% | ? | 17.1% | 2.9%
Cc1ccc(C2(C)NC(=O)N(CC(=O)NCCN3C(=O)S/C(=C\c4cccnc4)C3=O)C2=O)cc1 (stereo not drawn) | -19.9% | -8.8 | i | -0.8% | 20.9 | -44.2% | -1.5% | -7.8% | 0.7%
FC(F)(F)c1nc2ccccc2nc1N/N=C/c1c(Cl)cccc1Cl | -20.3% | 3.1 | -2.2% | -7.5% | 153.0 | -5.5% | 4.8% | 31.7% | 4.3%
CC(Oc1ccccc1)C(=O)Nc1cccc([N+](=O)[O-])c1 (stereo not drawn) | -4.2% | -2.8 | -63.7%[inhibitor] | -18.9% | 8.6 | 5.7% | -22.0% | ? | -2.4%
CCOc1ccc(S(=O)(=O)N2CCN(C(=O)CN3C(=O)NC4(CCCC4)C3=O)CC2)cc1 | 9.9% | 4.0 | i | -0.1% | 0.7 | -8.7% | ? | 11.9% | 1.0%
Cc1ccc(-n2c(N)c(C(=O)NCc3ccco3)sc2=S)cc1 | -15.6% | -5.6 | i | ? | 0.0 | -5.0% | -10.7% | 15.8% | -8.8%
O=C(O)c1cc2ccccc2cc1Nc1ccccc1 | -16.5% | -4.4 | -8.8% | -21.3% | -13.9 | 0.1% | 2.0% | -13.0% | -3.3%
CCc1nn(CC(=O)N2CCN(c3cccc(C(F)(F)F)c3)CC2)c(=O)c2cccn12 | 0.7% | -6.8 | i | 16.1% | · | · | 2.2% | -15.9% | ·
Cc1ccc(C)c(OC(C)C(=O)Nc2nccs2)c1 (stereo not drawn) | 1.6% | 0.9 | -47.7%[inhibitor] | ? | -9.3 | -3.4% | -5.3% | ? | -16.1%
CC(Sc1ccc(Cl)cc1)C(=O)N(C)CC(=O)Nc1ccc(N2CCOCC2)cc1 (stereo not drawn) | -0.1% | 0.1 | -56.5%[inhibitor] | -11.0% | 0.0 | 2.6% | -11.3% | -8.9% | 1.7%
O=C1CSC(=S)N1Cc1ccccc1 | -15.5% | -11.7 | i | ? | 0.0 | -1.0% | -1.4% | 24.8% | -2.1%
CCOC(=O)c1[nH]c(C)c(C(=O)Nc2cc(Cl)ccc2C)c1C | -18.4% | -14.1 | i | -21.1% | -13.6 | 1.5% | 0.461µM* | 1.2% | -5.8%
CCn1cc2nc(SCC(=O)Nc3cc(OC)ccc3OC)n(Cc3ccc(Cl)cc3)c(=O)c2n1 | -2.2% | -6.1 | -18.3% | -26.1% | · | 4.2% | 29.4% | 13.3% | ·
Cc1cccc(C(=O)NCCc2nnc(SCC(=O)Nc3nc(C)cs3)n2C)c1 | 1.1% | -3.9 | -13.4%[57.5 µM] | 1.1% | 15.8 | -10.6% | -3.7% | 11.7% | -4.3%
COc1ccc(CCNC(=O)c2ccc(N3CCCCS3(=O)=O)cc2)cc1OC | 0.3% | -10.1 | 9.1% | 21.4% | -12.7 | 3.3% | -24.4% | -11.4% | -2.9%
COc1ccccc1C=CC(=O)C=Cc1ccccc1OC | -16.7% | -5.7 | -48.8%[inhibitor] | ? | ? | -3.6% | ? | ? | 6.7%
O=C(c1ccc(S(=O)(=O)N2CCC(c3nc4ccccc4s3)CC2)cc1)N1CCCCC1 | 0.4% | 5.5 | ? | 9.3% | 5.1 | -1.5% | 11.0% | -10.8% | 1.0%
CCOc1ccc(-n2c(C)nc3cc(C(=O)NCc4ccc(C)cc4)ccc32)cc1 | -17.4% | -8.3 | -63.8%[inhibitor] | ? | · | · | · | ? | ·
O=C(C1=C[C@@H](c2coc3ccccc3c2=O)C[C@@H](OCc2ccc(CO)cc2)O1)N1CCOCC1 | -43.4% | 14.8 | i | 10.1% | 26.8 | 2.4% | 26.9% | 12.1% | 1.5%
CC(=O)NC1CC2CCCC(C1)N2C(=O)Nc1ccc(Cl)cc1 (stereo not drawn) | -27.7% | 2.8 | i | 11.1% | 10.2 | -1.5% | -1.9% | 12.4% | 1.9%
CCC(CC)N1CCN(S(=O)(=O)c2ccc(OC)cc2)CC1 | 1.5% | -6.0 | i | -27.5% | 1.7 | 5.8% | 0.0% | 0.6% | -4.0%
CCCCN(CCCC)c1cc(C)nc(-c2ccccc2O)n1 | -0.9% | 3.7 | i | ? | 41.1 | -3.9% | 7.5% | 16.1% | -1.8%
CC(=O)c1sc(NC(=O)c2cccnc2Cl)nc1C | 3.1% | -2.7 | -16.1% | 14.5% | -8.6 | -1.4% | ? | -9.2% | -5.7%
CC(C)Oc1ccc(C(=O)NCC(=O)N2CCN(S(=O)(=O)/C=C/c3ccccc3)CC2)cc1 | -1.3% | -0.9 | i | ? | -22.3 | -4.3% | -2.8% | -8.5% | -8.7%
Cc1ccc(C)c(NC(=S)N(CCc2ccncc2)C(C)C)c1 | 1.7% | 11.7 | -1.0% | 14.4% | -0.5 | 11.8% | 6.6% | -17.5% | 2.1%

2 entries from above in another layout:
O=C(C1=C[C@@H](c2coc3ccccc3c2=O)C[C@@H](OCc2ccc(CO)cc2)O1)N1CCOCC1
  GLP1R cytotox = -43.4%; DRD3 agonist = 14.8; PTHR1 ag = i; GLP-1R inv ag = 10.1%; D3 antag = 26.8; GLP-1R agonist = 2.4%; KB-V1 cytotox = 26.9%; TDP-43 yeast inh = 12.1%; aSyn rescue = 1.5%

CC(=O)NC1CC2CCCC(C1)N2C(=O)Nc1ccc(Cl)cc1 (stereo not drawn)
  GLP1R cytotox = -27.7%; DRD3 agonist = 2.8; PTHR1 ag = i; GLP-1R inv ag = 11.1%; D3 antag = 10.2; GLP-1R agonist = -1.5%; KB-V1 cytotox = -1.9%; TDP-43 yeast inh = 12.4%; aSyn rescue = 1.9%
